Screens deposited in PubChem by several laboratories.
E-sel TNF inh – E-selectin induction blockers in HUVEC – imaging, immunofluorescence, high content, primary screen; HUVEC TNFa-induced E-selectin immunofluorescence; inhibition, % at 2 µM; hit rate 0.71% among 120,000; AID 1246, 2008;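 active = inhibition above the batch mean plus 3 SD, and confirmed as a hit on visual image review, cut at about 43% in these data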;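 note: 0% = TNF-stimulated DMSO wells and 100% = unstimulated control wells; not every result past the cut was called active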
GALR2 blocker – GALR2 antagonists in receptor-expressing cells, primary screen. Galanin receptor type 2 (Homo sapiens), O43603. antagonist mode. inhibition, % at 4 µM. hit rate 0.39% among 140,000. AID 828, 2007; in the data active = inhibition above about 27%;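 note: cells stimulated with galanin 1-16 at roughly its EC80; 0% = agonist challenge control and 100% = basal control without agonist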
Target sequence (O43603 whole entry, looked up): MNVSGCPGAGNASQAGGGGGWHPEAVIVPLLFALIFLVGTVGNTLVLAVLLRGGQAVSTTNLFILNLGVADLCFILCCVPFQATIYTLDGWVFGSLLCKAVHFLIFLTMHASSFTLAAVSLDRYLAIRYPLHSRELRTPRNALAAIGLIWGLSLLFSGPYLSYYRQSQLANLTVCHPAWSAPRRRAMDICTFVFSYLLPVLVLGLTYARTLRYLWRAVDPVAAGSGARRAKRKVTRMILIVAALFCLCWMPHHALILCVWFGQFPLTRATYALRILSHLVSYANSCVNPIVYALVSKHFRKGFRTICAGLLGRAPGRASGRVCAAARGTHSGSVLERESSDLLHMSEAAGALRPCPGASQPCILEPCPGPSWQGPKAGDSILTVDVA
PTEN del growth – growth suppression of PTEN-null HCT116, primary screen, cell-based, CellTiter-Glo; hit rate 1.2% among 140,000; AID 827, 2007; viability, % at 10 µM; HCT116 PTEN-null viability, 60 h; hits give low values;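 active = viability at or below a set limit, 4 SD under the median of all tested compounds, cut at about 3.7% in these data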;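 note: PTEN knockout HCT116 line with beta catenin targeted HCT116 as companion control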
NPY Y2 blocker – NPY-Y2 receptor antagonists, primary screen, cell-based | Neuropeptide Y receptor type 2 (Homo sapiens), P49146 | NPY-Y2 expressing cells, antagonist mode | inhibition, % at 2.7 µM | hit rate 0.99% among 140,000 | AID 793, 2007; in the data active = inhibition above about 17%;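 note: 0% = vehicle with agonist challenge and 100% = reference antagonist with challenge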
Target sequence (P49146 whole entry, looked up): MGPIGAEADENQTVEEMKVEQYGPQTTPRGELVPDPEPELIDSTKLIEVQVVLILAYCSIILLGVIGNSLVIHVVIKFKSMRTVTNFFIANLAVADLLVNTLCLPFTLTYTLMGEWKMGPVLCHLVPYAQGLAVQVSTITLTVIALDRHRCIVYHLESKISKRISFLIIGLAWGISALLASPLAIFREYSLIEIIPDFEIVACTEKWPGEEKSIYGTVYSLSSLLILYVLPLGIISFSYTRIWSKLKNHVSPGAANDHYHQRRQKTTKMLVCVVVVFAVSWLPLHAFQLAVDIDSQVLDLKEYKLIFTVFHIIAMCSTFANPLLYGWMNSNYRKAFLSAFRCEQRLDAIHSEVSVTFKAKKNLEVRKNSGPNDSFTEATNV
Yeast life ext – compounds extending yeast replicative lifespan, primary screen, S. cerevisiae, OD615. S. cerevisiae growth with nicotinamide; deaD strain in restrictive glucose medium. inhibition of the nicotinamide effect, % at 10 µM. hit rate 0.68% among 130,000. AID 775, 2007;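 active = inhibition above a set limit, placed 3 SD over the median of all compounds, cut at about 26% in these data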;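 note: 0% = nicotinamide-treated wells and 100% = cells grown without nicotinamide; some compounds called inactive have numbers as strong as hits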
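System: Modified budding yeast, DeaD strain | Buffer or medium: Restrictive glucose medium | Also added: 1.5 mM nicotinamide | Doses: 10 µM single point, 0.25% DMSO | Schedule: 48 h compound exposure at 30 °C, humidified | Detection: Absorbance at 615 nm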
MRP1 act – H69AR viability gain despite doxorubicin, primary screen, MRP-1 activator project, H69AR cells, CellTiter-Glo; viability rescue; viability increase, % at 10 µM; hit rate 0.61% among 140,000; AID 799, 2007;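 active = viability gain under doxorubicin at or above a set limit, the compound median plus 3 SD, cut at about 4.7% in these data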;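 note: MRP-1 overexpressing cells given doxorubicin 25 µM after compound pretreatment; 18-22 h compound pretreatment then 72 h with doxorubicin before readout; 0% = doxorubicin-only wells and 100% = vehicle-treated cells without doxorubicin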
bCat KO growth – primary screen for growth suppressors in beta-catenin knockout HCT116 cells (colon tumor, human); hit rate 1.5% among 140,000; AID 818, 2007; viability, % at 10 µM; HCT116 beta-catenin knockout viability, CellTiter-Glo, 60 h; hits give low values;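 active = viability at or under a set limit, the compound median less 4 SD, cut at about 6% in these data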;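 note: 0% = Hyamine 1622 control at 20 µM and 100% = untreated cell control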
Measles CPE – compounds protecting cells from measles virus cytopathic effect, primary screen, measles RdRp inhibitor project, single point, MLSMR library, absorbance; AID 841, 2007; hit rate 1.5% among 140,000; protection (pct of control), % at 4 µM; Measles virus-infected cells, CPE protection; in the data active = protection mostly above about 24%, no sharp cut-off; inactive = mostly below about 26%; note: some compounds called inactive have numbers as strong as hits
Phagocytosis inh – inhibitors of macrophage phagocytosis, primary screen, imaging, J774A.1 cells, IgG beads; J774A.1 macrophage IgG-bead phagocytosis; inhibition, % at 5 µM; hit rate 0.07% among 110,000; AID 1029, 2008;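 active = inhibition above the mean of the plate negative controls plus 5 SD, cut at about 13% in these data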;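 note: phagocytic index as fraction of beads internalized from green versus red external bead signal; plate controls were DMSO negative control for no effect and cytochalasin-D positive control for full effect; some results beyond the cut were filed as inactive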
BB579 growth dn – growth inhibitors of yeast BB579 in restrictive medium, primary screen, yeast lifespan-shortening project, S. cerevisiae; OD615, 48 h; inhibition, % at 10 µM; hit rate 0.51% among 140,000;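 active = inhibition above a set limit, 3 SD over the mean compound inhibition, cut at about 44% in these data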; note: inactives centre near -24
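Detection: OD615 turbidity measurement; Material: Saccharomyces cerevisiae DeaD strain BB579, replicative lifespan model yeast; Timing: 48 h exposure, 30 °C; Doses: single 10 µM dose; Medium: CSMM-D restrictive synthetic medium containing dextrose (glucose); Controls: amphotericin B at 10 µg/mL as positive control.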
* = called active by the depositor; . = no result given. These rows are one share of the data, so the mix of outcomes need not match the whole.

SMILES	E-sel TNF inh	GALR2 blocker	PTEN del growth	NPY Y2 blocker	Yeast life ext	MRP1 act	bCat KO growth	Measles CPE	Phagocytosis inh	BB579 growth dn
CCC(=Nc1ccc(OC)cc1OC)c1c(O)[nH]c(=O)[nH]c1=O	13	6	109	4	-10	-1.5	100	6	0	7
Cc1cccc(C)c1NC(=O)c1cccn(Cc2ccc3c(c2)OC(F)(F)O3)c1=O	-10	-13	11	1	-17	-3.8	7	1	1	-37
Cc1cc(C)n(CCOC(=O)C2C(C=C(Cl)Cl)C2(C)C)n1 (stereo not given)	3	13	86	0	-4	2.3	81	12	-2	-34
Cc1ccc(N2C(=O)NC(=O)/C(=C/c3ccc(OC(=O)c4cccs4)cc3)C2=O)cc1	19	4	82	1	-8	-0.6	88	2	1	-31
CCC(=NCCCN(CC)CC)c1c(O)n(C2CCCCC2)c(=O)[nH]c1=O	-5	-6	81	2	-10	-0.6	77	6	0	-30
CCCCCCN=C(C)c1c(O)n(CCCC)c(=O)[nH]c1=O	4	-10	91	8	-8	0.2	110	14	-1	-27
CN1CCN(Cc2nc3ccccc3c(=O)[nH]2)CC1	23	-16	94	2	-10	0.3	97	23	0	-11
O=C(COc1ccccc1)N1CCN(C2CCCC2)CC1	.	-8	91	3	2	-2.6	85	20	0	-17
O=C(c1ccccc1)c1cn(CC(=O)N2CCCC2)c2ccccc12	-11	-2	100	3	3	-2.1	101	17	1	5
COC(=O)C1=C(N)Oc2c(c(=O)oc3ccccc23)C1c1cccnc1 (stereo not given)	6	-13	97	9	-6	-2.3	98	5	1	-30
CC12CC(c3ccccc3O1)C(C(=O)OCc1ccccc1)C(=O)N2 (stereo not given)	-1	-4	84	4	.	-1.3	90	7	.	-3
O=c1cccc2n1CC1CC2CN(Cc2c(F)cccc2Cl)C1 (stereo not given)	14	-3	95	3	-8	-0.1	93	2	0	0
Cc1ccc(CN2CCN(CC(=O)N3CCC4(CC3)OCCO4)C2=O)cc1	9	1	99	4	-4	-0.3	98	18	0	-55
CCCCP(=O)(O)CCC(=O)O	13	6	99	2	-4	-0.2	92	13	-1	-28
CCn1c(O)c(C=Nc2cc(Cl)ccc2Cl)c(=O)n(CC)c1=O	6	3	91	4	-6	-2.1	91	5	-5	-46
CN1CCN(c2ccc(NC(=O)C(C)(C)C)cc2)CC1	.	11	106	1	-10	-2.3	100	4	-1	-42
Cc1ccccc1N1C(=O)NC(=O)/C(=C\c2ccc3c(c2)CCCN3Cc2ccccc2)C1=O	.	6	94	4	-2	-2.6	87	6	-12	-27
COc1ccc(OCC(=O)N2CCN(CC3CC4C=CC3C4)CC2)cc1 (stereo not given)	12	8	92	4	-6	0.1	92	3	-2	-15
COc1ccc2nc(NC(=O)CCc3nc(C4=CCN(C)CC4)no3)sc2c1	-22	11	92	2	-5	-2.7	87	8	0	-30
O=c1[nH]c(=O)n(C2CCCCCC2)c(O)c1C=NC1CCN(Cc2ccccc2)CC1	9	-14	73	-1	-7	-4.7	93	7	0	2
COP(=O)(OC)C(NC(=O)C(C)(C)C)=C(Cl)Cl	-15	-12	95	0	-5	-1.9	101	5	0	9
CC1(C)Cc2c(sc3c2C(=O)NC(c2cccnc2)N3)CO1 (stereo not given)	-45	-11	106	0	-4	-0.8	94	2	-1	1
COP(=S)(OC)SCN1C(=O)c2ccccc2C1=O	-15	-6	96	0	0	-0.9	83	5	0	-38
CC(=NCC1CCCO1)c1c(O)n(-c2ccc(C)cc2)c(=O)[nH]c1=O (stereo not given)	16	-3	101	-1	-2	-0.9	94	10	-2	16
CCCCOc1ccc(CCN)cc1Cl	.	0	91	4	-6	-2.6	81	3	-8	-6

The closing 2 records of the part before come first, to join the parts:
SMILES	E-sel TNF inh	GALR2 blocker	PTEN del growth	NPY Y2 blocker	Yeast life ext	MRP1 act	bCat KO growth	Measles CPE	Phagocytosis inh	BB579 growth dn
CC(=NCC1CCCO1)c1c(O)n(-c2ccc(C)cc2)c(=O)[nH]c1=O (stereo not given)	16	-3	101	-1	-2	-0.9	94	10	-2	16
CCCCOc1ccc(CCN)cc1Cl	.	0	91	4	-6	-2.6	81	3	-8	-6
C=CCn1c(O)c(C(C)=NCc2cccnc2)c(=O)[nH]c1=O	-5	-4	105	2	-16	-0.7	107	7	-1	-12
CCC(=Nc1cc(OC)ccc1OC)c1c(O)[nH]c(=O)[nH]c1=O	24	-1	86	1	-21	-4.0	95	6	.	-23
CN(C)P(=O)(C(Cl)=C(N1CCCCC1)N1CCCCC1)N(C)C	12	-2	65	7	-20	-5.3	58	2	.	-31
CCOC(=O)c1ccc(N2C(=O)CC(N3CCC(C#N)(c4ccccc4)CC3)C2=O)cc1 (stereo not given)	-3	3	112	-1	2	0.4	98	3	-2	-32
CCCCNC(=O)c1c(N)n(CCCOC)c2nc3ccccc3nc12	-56	-15	42	1	-24	-5.3	45	6	0	-7
CCN(CC)CCOC(=O)c1cc2cc(COC)ccc2o1	-2	-11	102	-1	-2	-1.8	97	7	2	-19
CSc1ncc(Cl)c(C(=O)O)n1	3	10	83	1	-5	-0.6	88	6	0	-33
Cc1nn(Cc2ccccc2)c(C)c1C=C1C(=O)NC(=O)NC1=O	-4	-4	99	1	-1	0.5	95	7	1	-1
Cc1ccc(-c2nc(CS(=O)CC(=O)N3CCC4(CC3)OCCO4)c(C)o2)cc1 (stereo not given)	-10	7	95	4	0	-3.0	72	13	0	-30
c1ccc(C2OCCN3CCCCC23)cc1 (stereo not given)	-20	4	89	1	0	-2.0	88	19	0	-23
Nc1ccc(S(=O)(=O)N2CC3CC(C2)c2cccc(=O)n2C3)cc1 (stereo not given)	31	-4	100	-3	-3	-0.8	93	16	0	-7
CNC(=O)Oc1ccc(-c2cn3cc(Cl)ccc3n2)cc1	.	3	77	7	-5	-2.6	91	13	-5	-20
Cc1ccc(Cl)cc1-n1c(O)c(C=NCCCN2CCOCC2)c(=O)[nH]c1=O	19	6	91	1	-8	0.1	97	14	0	-6
O=C(CCN1CCOCC1)NCC(=O)Nc1ccc(Br)cc1C(=O)c1ccccc1	-1	-7	89	0	-12	0.8	90	5	2	22
COc1cc(/C=N/n2cnnc2)ccc1OC(=O)N(C)C	-7	9	91	3	4	-0.8	96	5	0	-46
CCCCCn1c(=O)c(C(=O)NCc2ccccn2)c(O)c2ccccc21	.	-3	23	2	36*	-4.8	19	2	.	-19
O=c1[nH]c(=O)n(Cc2ccc(F)cc2)c(O)c1C=NCC1CCCO1 (stereo not given)	4	8	114	2	6	0.9	92	16	-1	-39
Nc1ccc2c(c1)Cc1ccccc1-2	.	9	85	-1	-6	-2.6	86	7	0	-2
O=c1[nH]c2ccccc2c(=O)n1-c1cccc(Cl)c1	.	-2	87	2	-13	-0.8	99	14	-2	-46
Cc1ccccc1-n1c(O)c(/C=N/N2CCOCC2)c(=O)[nH]c1=S	6	-11	86	1	-1	-1.3	71	12	0	-31

Five compounds drawn at random from those above, as already listed:
SMILES	E-sel TNF inh	GALR2 blocker	PTEN del growth	NPY Y2 blocker	Yeast life ext	MRP1 act	bCat KO growth	Measles CPE	Phagocytosis inh	BB579 growth dn
Cc1ccc(CN2CCN(CC(=O)N3CCC4(CC3)OCCO4)C2=O)cc1	9	1	99	4	-4	-0.3	98	18	0	-55
CCCCP(=O)(O)CCC(=O)O	13	6	99	2	-4	-0.2	92	13	-1	-28
CCC(=Nc1cc(OC)ccc1OC)c1c(O)[nH]c(=O)[nH]c1=O	24	-1	86	1	-21	-4.0	95	6	.	-23
CN(C)P(=O)(C(Cl)=C(N1CCCCC1)N1CCCCC1)N(C)C	12	-2	65	7	-20	-5.3	58	2	.	-31
Cc1ccc(-c2nc(CS(=O)CC(=O)N3CCC4(CC3)OCCO4)c(C)o2)cc1 (stereo not given)	-10	7	95	4	0	-3.0	72	13	0	-30

Quoted from the listing:
Cc1nn(Cc2ccccc2)c(C)c1C=C1C(=O)NC(=O)NC1=O in GALR2 blocker has -4
Cc1ccc(-c2nc(CS(=O)CC(=O)N3CCC4(CC3)OCCO4)c(C)o2)cc1 (stereo not given) in MRP1 act has -3.0
COc1cc(/C=N/n2cnnc2)ccc1OC(=O)N(C)C in BB579 growth dn has -46
CSc1ncc(Cl)c(C(=O)O)n1 in Phagocytosis inh has 0
C=CCn1c(O)c(C(C)=NCc2cccnc2)c(=O)[nH]c1=O in GALR2 blocker has -4
